CHRM4 PAM: positive allosteric modulators of human muscarinic M4 receptor | P08173 | CHO-K1 hM4/Gqi5, Fluo-8 calcium fluorescence, ACh EC20; 0% = ACh EC20, 100% = maximal ACh | activation, % at 3 µM | actives 0.4% (n = 360,000);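 active means activation above its plate's cutoff, the mean activation of sample wells plus 3 SD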; further: some results filed as inactive read as strong as hits
Target sequence (P08173 whole entry, looked up): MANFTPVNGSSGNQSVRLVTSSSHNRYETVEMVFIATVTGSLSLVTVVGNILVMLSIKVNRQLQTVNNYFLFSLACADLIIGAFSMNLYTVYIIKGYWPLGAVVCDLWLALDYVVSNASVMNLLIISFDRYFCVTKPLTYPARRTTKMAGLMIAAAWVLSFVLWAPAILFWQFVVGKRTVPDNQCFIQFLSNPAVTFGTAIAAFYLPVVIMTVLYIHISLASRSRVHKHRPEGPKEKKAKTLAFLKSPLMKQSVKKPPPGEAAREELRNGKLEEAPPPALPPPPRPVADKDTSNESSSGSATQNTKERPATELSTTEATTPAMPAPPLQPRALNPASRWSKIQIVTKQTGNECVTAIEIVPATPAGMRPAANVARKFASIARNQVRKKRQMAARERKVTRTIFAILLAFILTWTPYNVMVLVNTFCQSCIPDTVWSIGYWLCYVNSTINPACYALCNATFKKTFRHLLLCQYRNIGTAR
CHRM5 PAM: potentiates acetylcholine response at human M5 receptor. activation, % at 3 µM. CHO-K1 hM5, Fluo-8 calcium, ACh EC20 PAM; 0% = ACh EC20, 100% = ACh EC100. actives 0.3% (n = 360,000). AID 624038. P08912;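 active means activation above the run cutoff, the mean activation of all test compounds plus 3 SD, cut at about 18% in these data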
Target sequence (P08912 whole entry, looked up): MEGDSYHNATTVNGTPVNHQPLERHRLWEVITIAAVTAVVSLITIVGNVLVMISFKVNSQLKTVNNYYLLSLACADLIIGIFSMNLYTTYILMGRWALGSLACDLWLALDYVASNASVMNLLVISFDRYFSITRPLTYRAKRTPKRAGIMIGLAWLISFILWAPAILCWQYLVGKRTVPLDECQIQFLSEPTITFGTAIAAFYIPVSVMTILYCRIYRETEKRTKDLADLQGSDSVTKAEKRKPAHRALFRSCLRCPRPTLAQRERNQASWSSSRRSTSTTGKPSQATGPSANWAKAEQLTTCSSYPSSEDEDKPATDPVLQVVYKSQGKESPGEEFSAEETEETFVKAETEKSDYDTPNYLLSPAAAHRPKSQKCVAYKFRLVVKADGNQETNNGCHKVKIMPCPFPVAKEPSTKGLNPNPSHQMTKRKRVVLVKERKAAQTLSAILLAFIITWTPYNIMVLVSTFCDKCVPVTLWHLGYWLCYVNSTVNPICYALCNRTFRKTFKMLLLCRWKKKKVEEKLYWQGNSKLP
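system = human M5 receptor in CHO-K1 cells | compound = one concentration, 3 µM final (nominal) | schedule = Post-acetylcholine fluorescence recording 140 s | signal = Fluo-8 calcium dye fluorescence, kinetic read | benchmarks = low control EC20 acetylcholine (0%), high control EC100 acetylcholine (100%) | repeats = singlicate, one well per test compound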
CHRM5 antagonist: blocks acetylcholine activation of human M5 receptor; P08912; CHO-hM5 cells, Fluo-8 calcium fluorescence, ACh EC80; inhibition, % at 3 µM; actives 0.59% (n = 360,000); AID 624040;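 active means inhibition above a per-plate cutoff, the mean of that plate's test compounds plus 3 SD, cut at about 27% in these data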;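 further: 0% = acetylcholine EC80 with DMSO and 100% = DMSO without agonist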
M4 antag: antagonists of human muscarinic M4 receptor (CHRM4). actives 0.73% (n = 360,000). P08173. inhibition, % at 3 µM. CHO-hM4 cells, ACh EC80, Fluo-8 calcium fluorescence;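 active means inhibition above its plate's cutoff, the mean inhibition of sample wells plus 3 SD, cut at about 27% in these data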;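 further: 0% = acetylcholine EC80 with DMSO and 100% = DMSO without agonist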
CRFR2-BP antag: blocks CRF-induced signaling of the CRF-BP/CRF-R2 complex; actives 0.59% (n = 350,000); inhibition, % at 11.8 µM; HEK293 CRF-R2/CRF-BP, CRF-induced calcium fluorescence;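 active means inhibition of the ligand-induced calcium signal above about 50% at the single tested concentration, limit read from the data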
M1 PAM: positive allosteric modulators of human M1 muscarinic receptor; P11229; CHO-K1 hM1, Fluo-8 calcium fluorescence, ACh EC20; 0% = ACh EC20, 100% = maximal ACh; activation, % at 3 µM; actives 0.088% (n = 360,000); AID 588819; in the data active means activation above about 19%, passing the limit was not always enough
CHRM4 agonist: agonists of human muscarinic M4 receptor (CHRM4); actives 0.14% (n = 360,000); activation, % at 3 µM; AID 624127; CHO-K1 hM4/Gqi5, Fluo-8 calcium fluorescence; vehicle 0%, full acetylcholine response 100%; P08173;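 active means activation above the run mean over all test wells plus 3 SD, cut at about 32% in these data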;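 further: peak over basal fluorescence ratio per well then scaled between controls; 0% = DMSO wells and 100% = acetylcholine at EC100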
CHRM5 agonist: agonists of human muscarinic M5 receptor (CHRM5) | P08912 | CHO-K1 hM5 cells, Fluo-8 calcium fluorescence; 0% DMSO wells, 100% maximal acetylcholine response | activation, % at 3 µM | actives 0.19% (n = 360,000) | AID 624037;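 active means activation above the run's mean over test compounds plus 3 SD, cut at about 23% in these data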;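 further: signal is peak over basal fluorescence ratio across the kinetic read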
CRFR2-BP ag: agonists of human CRF-binding protein/CRF-R2 receptor complex; actives 0.46% (n = 350,000); activation, % at 13.2 µM; HEK293 CRF-R2/CRF-BP, calcium dye fluorescence (FLIPR); percent of saturating CRF peptide response;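 active means activation of at least 50%, plus an integration ratio under a set limit after plate pattern correction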;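 further: plate controls were neutral control wells without compound for no effect and CRF at EC100 for full effect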
* marks the source's active call; other numbers are inactive results; / = no result given.

Fields: CHRM4 PAM	CHRM5 PAM	CHRM5 antagonist	M4 antag	CRFR2-BP antag	M1 PAM	CHRM4 agonist	CHRM5 agonist	CRFR2-BP ag
#1 CCOC(=O)N1Cc2cc3ccccc3nc2C1
  3	-1	5	-4	-4	4	1	1	0.2
#2 CC(C)(C)CC(=O)Nc1cc2c3c(c1)CC(=O)N3CCC2
  9	6	-2	-9	-3	6	1	1	-1.3
#3 CSCCC1NC(=O)N(CC(=O)Nc2ccc(Cl)c(S(=O)(=O)N3CCOCC3)c2)C1=O (stereo unspecified)
  4	5	6	-3	2	3	1	2	4.0
#4 COc1ccccc1N1C(=O)S/C(=C\c2ccc(C)s2)C1=O
  -9	-10	16	1	3	-2	5	-1	6.0
#5 CN(c1nc(-c2ccc(Br)cc2)cs1)C1CCS(=O)(=O)C1 (stereo unspecified)
  -5	7	-3	2	4	7	3	-2	-0.2
#6 CN(Cc1ccon1)Cc1cn(C)nc1-c1ccc2c(c1)OCCO2
  2	-6	7	-3	8	11	1	0	0.1
#7 Cc1ccc(CNC(=O)/C=C/c2cccs2)cc1
  1	0	0	5	14	-1	1	-3	-0.8
#8 CCOc1ccc(C(=O)Nc2ccc(S(=O)(=O)N3C[C@@H]4C[C@@H](C3)c3cccc(=O)n3C4)cc2)cc1
  -7	-5	8	8	-17	-5	1	-3	-2.7
#9 COc1ccc(/C=N/N=C2\SCC(=O)N2c2c(C)n(C)n(-c3ccccc3)c2=O)cc1OC
  0	-1	-7	-1	9	1	3	1	1.0
#10 COc1ccc(N2C(=O)C(Cc3ccccc3)NC2=S)cc1 (stereo unspecified)
  9	-4	-8	-3	3	2	1	-3	-2.3
#11 Cc1cc(C)n2nc(CNS(=O)(=O)c3ccc(C(C)(C)C)cc3)nc2n1
  -1	1	6	-2	/	7	2	2	/
#12 Cc1ccc(NC2CCCN(C(=O)c3ccc4[nH]ccc4c3)C2)cc1C (stereo unspecified)
  12	4	-6	-6	-11	-2	4	2	-1.4
#13 Cc1ccc(N2C(=O)C(O)(C(F)(F)F)C3=C2CC(C)(C)CC3=O)cc1 (stereo unspecified)
  -20	-7	5	-8	6	-12	6	-4	0.0
#14 COc1ccc(NC(=O)c2cc(-c3ccncc3)nc3ccccc23)c(OC)c1
  -6	-20	14	-2	1	-11	14	1	-3.8
#15 CC1CCN(CCOc2ccccc2-c2ccccc2)CC1
  4	4	0	-14	0	3	2	-4	1.1
#16 NS(=O)(=O)c1cccc(NC(=O)COC(=O)c2cc([N+](=O)[O-])ccc2N2CCCC2)c1
  0	0	11	0	8	9	2	-1	-1.1
#17 Cc1nc(C(F)(F)F)c(C(=O)O)cc1-c1nc(-c2ccccc2)cs1
  -7	-4	11	13	26	5	-1	-2	-1.3
#18 CC1(C)CC(=O)C(C=Nc2ccc(C(=O)c3ccccc3)cc2N=CC2=C(O)CC(C)(C)CC2=O)=C(O)C1
  14	-5	4	10	-130	-2	10	18	105*
#19 CCC(O)c1nc2ccccc2n1CCc1ccccc1 (stereo unspecified)
  0	-8	12	6	28	12	2	0	1.1
#20 COc1ccc(C)cc1NC(=O)C1CCN(S(=O)(=O)c2cccs2)CC1
  1	4	-2	-3	10	2	1	-3	0.2
#21 O=C(N/N=C/c1ccco1)C1COc2ccccc2O1 (stereo unspecified)
  -1	-2	3	3	8	2	1	-3	-2.5
#22 CCOCCCNC(=O)/C(C#N)=C/c1ccc([N+](=O)[O-])o1
  8	-2	11	9	-1	17	1	-2	-3.9
#23 CC(NC(=O)CSc1nc(C2CC2)n(-c2ccccc2)n1)c1ccco1 (stereo unspecified)
  0	4	14	-3	-5	2	0	-3	-4.9
#24 Cc1ccc(S(=O)(=O)N2CCN(CC(=O)NC(C)c3ccccc3)CC2)cc1 (stereo unspecified)
  -6	1	-2	4	2	-10	1	-2	0.5
#25 CS(=O)(=O)N1CCCCC1c1cc(C(=O)Nc2cccc3c2CCCC3)no1 (stereo unspecified)
  1	-4	2	-7	/	2	1	0	/
#26 O=C1N/C(=N/NC(=O)c2cccc3ccccc23)S/C1=C\c1ccccc1OCc1ccccc1
  17	10	-5	-10	34	10	1	-7	-0.8
#27 Cc1ccc(-n2cc(C(=O)c3ccc(N4CCN(C)CC4)cc3)nn2)cc1Cl
  -6	-7	0	-1	21	0	0	1	-2.0
#28 Cc1cc(C)n(-c2ccc(C(=O)Nc3ccc(S(=O)(=O)NCc4ccco4)cc3)cc2)n1
  -13	-18	6	10	-13	-14	15	7	1.4
#29 CCOC(=O)NC(Nc1nnc(C)s1)(C(=O)OCC)C(F)(F)F (stereo unspecified)
  -2	1	2	12	-15	4	0	-6	2.1
#30 COc1cc(C(=O)OCC(=O)N2CCCC2)cc2c1OCCO2
  -3	-10	5	10	-2	8	1	2	-0.6
#31 COC(=O)c1c(C)oc2c1cc(NS(=O)(=O)c1ccc(C(=O)O)cc1)c1ccccc12
  -8	-2	3	1	12	-3	0	1	0.8
#32 CN(C(=O)c1cccc(NC(=O)Cc2cccc(NC(=O)C3CCCN(C(=O)C4CCC4)C3)c2)c1)C1CCC1 (stereo unspecified)
  15	-5	3	-27	17	3	5	-1	-1.2
#33 CC(C(=O)NC1CCCc2ccccc21)N1CCN(c2ccc(F)cc2)CC1 (stereo unspecified)
  -1	3	0	4	12	9	4	0	-0.3
#34 O=C1CC(N2CCC(c3nc4ccccc4o3)CC2)C(=O)N1 (stereo unspecified)
  -3	-7	7	3	-3	0	0	0	6.0
#35 Cc1ccccc1OCCOc1ccc([N+](=O)[O-])cc1/C=N/n1cnnc1
  2	3	-8	-3	-3	6	2	-4	-0.8
#36 COc1ccc(NC(=O)C2Cc3c(-c4cccc(C(C)=O)c4)ccnc3O2)cn1 (stereo unspecified)
  9	3	-4	-8	/	15	6	2	/
#37 Cc1ccc2cc(/C=C/C(=O)c3ccco3)c(Cl)nc2c1
  -1	-2	10	-7	-26	21	2	0	-0.5
#38 CCC(CO)Oc1cc(NC(=O)c2ccc(Cl)cc2)c2ncn(C(C)C)c2c1 (stereo unspecified)
  7	0	10	0	17	10	1	0	0.1
#39 CCN(CC)c1nc(N)nc(N(c2ccccc2)c2ccccc2)n1
  0	7	-6	-2	0	10	-1	-5	-1.0
#40 CCC(CC)C(=O)Nc1cc(=O)n(C)c(=O)n1C
  11	0	2	-17	6	14	2	2	-0.8
#41 COc1ccc(C(C)=O)cc1CN1C(=O)NC2(CCCCCCC2)C1=O
  -3	5	5	-3	10	7	3	0	1.2
#42 CCOc1ccc(C(=O)NCCN2CCCCC2)c(OCC)c1
  -6	-1	7	1	0	-1	0	-3	-0.3
#43 COc1ccc(C2=Nc3ccccc3N(C(=O)c3cccnc3)C2C(=O)NC2CCCC2)cc1 (stereo unspecified)
  -2	-2	7	9	/	/	4	0	/
#44 Cc1ccc2[nH]c(=O)c(CN(Cc3cccs3)Cc3nnnn3Cc3ccccc3)cc2c1
  -5	-3	5	9	-17	-2	5	2	-0.7
#45 O=C(CN1C(=O)CSc2ccc(S(=O)(=O)N3CCOCC3)cc21)NCc1ccc(Cl)cc1
  1	-4	16	-10	0	0	3	-5	-0.4
#46 COc1ccc(CN(C)C(=O)Cn2ccc(NC(=O)OCc3ccccc3)nc2=O)cc1OC
  1	2	2	6	4	3	3	1	-1.3
#47 CCOc1cc(/C=N\NC(=O)c2ccc(NC(=O)C(C)(C)C)cc2)ccc1OC(=O)c1ccc(OC)cc1
  12	-2	0	5	1	10	0	-2	1.3
#48 CC1(C)CC2CC(C)(CN2C(=O)c2ccc([N+](=O)[O-])cc2)C1 (stereo unspecified)
  5	-8	-2	-3	8	9	1	-8	3.0
#49 O=C(Cc1ccc(-c2ccccc2)cc1)Nc1ncccc1O
  1	3	-17	9	13	11	1	-2	0.9
#50 COc1ccc(C(C#N)Nc2ccccc2C)cc1 (stereo unspecified)
  20	5	-2	6	7	18	1	3	-1.1
#51 Cc1ccc(S(=O)(=O)NC(=O)Nc2nnc(C3CC3)s2)cc1
  9	4	-3	3	17	7	2	1	-0.2
#52 COC(=O)c1ccc(NC(=O)CN2CCN(c3ccccn3)CC2)cc1
  8	1	0	-3	-1	0	4	0	-1.9
#53 CC(=O)c1cccc(NC(=O)c2cccc3c(-c4cccnc4)coc23)c1
  -7	-15	19	12	/	-11	20	6	/
#54 O=c1c2ccccc2nc(SCc2nc3ccccc3s2)n1CCCO
  -8	-5	13	2	-25	4	8	2	1.9
#55 NC(=O)NC(CC(=O)OCC(=O)NC(=O)NCc1ccco1)c1ccc(Cl)cc1 (stereo unspecified)
  11	2	0	-2	-16	4	0	-1	0.3
#56 CC(C)C(=O)Nc1ccc2c(c1)nc(CCN1CCN(c3ccccn3)CC1)n2C
  -4	6	-4	7	3	-16	0	-8	0.7
#57 CC(SC1CCCC1)C(=O)NC(C)(C#N)C(C)C (stereo unspecified)
  5	0	2	3	7	7	1	-1	-0.3
#58 COCCNC(=O)C1CCCN(C(=O)c2nc(C)oc2C)CC1 (stereo unspecified)
  4	-2	-1	-9	/	10	1	0	/
#59 O=C(CCn1c(=O)c2ccccc2n(CC(=O)NC2CCCC2)c1=O)NCCc1ccc(Cl)cc1
  2	0	4	6	20	4	1	-10	-2.1
#60 CC1CCCN(C(=O)CN2CCN(C(=O)c3ccco3)CC2)C1 (stereo unspecified)
  -5	-2	-5	2	-7	5	1	-3	11
#61 CCC(C)[C@H](NC(=O)NCc1cccs1)C(=O)O (stereo partly specified)
  0	-2	0	4	5	3	0	3	-0.7

Nothing new here: two of the compounds above.
Fields: CHRM4 PAM	CHRM5 PAM	CHRM5 antagonist	M4 antag	CRFR2-BP antag	M1 PAM	CHRM4 agonist	CHRM5 agonist	CRFR2-BP ag
#60 CC1CCCN(C(=O)CN2CCN(C(=O)c3ccco3)CC2)C1 (stereo unspecified)
  -5	-2	-5	2	-7	5	1	-3	11
#61 CCC(C)[C@H](NC(=O)NCc1cccs1)C(=O)O (stereo partly specified)
  0	-2	0	4	5	3	0	3	-0.7
